From PubChem BioAssay
bovine MsrA act – bovine MsrA enzyme activators, primary screen, biochemical, absorbance, HTS. Methionine sulfoxide reductase A (Bos taurus). purified bovine MsrA, absorbance read-out. activation, % at 10.6 µM. 360,000 tested, 0.3% active. AID 602163, 2012; in the data active = activation above about 7.5%;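 note: 0% = vehicle and 100% = reference activator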
MLLE-PAM2 inh – inhibitors of PABP1 MLLE–PAM2 peptide binding, primary screen, biochemical, fluorescence polarization, FITC-PAM2, GST-MLLE; AID 588489, 2011; Polyadenylate-binding protein 1 (Homo sapiens), P11940; 360,000 tested, 0.36% active; inhibition, % at 20 µM; in the data active = inhibition above about 35%, passing the limit was not always enough;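 note: plate controls were DMSO wells with GST-MLLE for no effect and wells lacking GST-MLLE protein for full effect; some results filed as inactive read as strong as hits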
SKN-1 block – suppressors of acrylamide-induced Pgst-4::GFP reporter in worms, primary screen, SKN-1 inhibitor project, whole organism, uHTS, GFP/RFP fluorescence ratio, strain VP596. 360,000 tested, 0.49% active. C. elegans VP596 Pgst-4::GFP/RFP ratio, 24 h. AID 624304, 2012. inhibition, % at 21.8 µM;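 active = interference check ratio from 0.5 to 1.5 plus GFP to RFP signal ratio inhibition reaching or exceeding a fixed threshold, cut at about 30% in these data, passing the limit was not always enough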; note: some compounds called inactive have numbers as strong as hits
CendR NRP1 mod – modulators of CendR peptide binding to NRP-1, primary screen, biochemical, fluorescence polarization, uHTS; FAM-RPARPAR peptide binding to NRP-1; Neuropilin-1 (Homo sapiens), O14786; inhibition, % at 25 µM; 360,000 tested, 0.85% active;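 active = inhibition or corrected inhibition above about 18%, plus a signal ratio from 0.5 to 1.5, limit read from the data, passing the limit was not always enough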; note: strong numbers were not always called active
FAS-TE inh – FAS thioesterase domain inhibitors, primary screen, biochemical, fluorescence intensity, uHTS; Fatty acid synthase (Homo sapiens), P49327; inhibition, % at 15 µM; 360,000 tested, 0.67% active; recombinant FAS-TE, OMFH fluorogenic substrate, fluorescence endpoint;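 active = compounds whose normalised, plate-corrected inhibition of enzyme fluorescence in the single-dose primary screen is 50% or more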;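 note: 0% = DMSO with enzyme and 100% = substrate without enzyme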
Target sequence (P49327 whole entry, looked up, the tested form may be a part): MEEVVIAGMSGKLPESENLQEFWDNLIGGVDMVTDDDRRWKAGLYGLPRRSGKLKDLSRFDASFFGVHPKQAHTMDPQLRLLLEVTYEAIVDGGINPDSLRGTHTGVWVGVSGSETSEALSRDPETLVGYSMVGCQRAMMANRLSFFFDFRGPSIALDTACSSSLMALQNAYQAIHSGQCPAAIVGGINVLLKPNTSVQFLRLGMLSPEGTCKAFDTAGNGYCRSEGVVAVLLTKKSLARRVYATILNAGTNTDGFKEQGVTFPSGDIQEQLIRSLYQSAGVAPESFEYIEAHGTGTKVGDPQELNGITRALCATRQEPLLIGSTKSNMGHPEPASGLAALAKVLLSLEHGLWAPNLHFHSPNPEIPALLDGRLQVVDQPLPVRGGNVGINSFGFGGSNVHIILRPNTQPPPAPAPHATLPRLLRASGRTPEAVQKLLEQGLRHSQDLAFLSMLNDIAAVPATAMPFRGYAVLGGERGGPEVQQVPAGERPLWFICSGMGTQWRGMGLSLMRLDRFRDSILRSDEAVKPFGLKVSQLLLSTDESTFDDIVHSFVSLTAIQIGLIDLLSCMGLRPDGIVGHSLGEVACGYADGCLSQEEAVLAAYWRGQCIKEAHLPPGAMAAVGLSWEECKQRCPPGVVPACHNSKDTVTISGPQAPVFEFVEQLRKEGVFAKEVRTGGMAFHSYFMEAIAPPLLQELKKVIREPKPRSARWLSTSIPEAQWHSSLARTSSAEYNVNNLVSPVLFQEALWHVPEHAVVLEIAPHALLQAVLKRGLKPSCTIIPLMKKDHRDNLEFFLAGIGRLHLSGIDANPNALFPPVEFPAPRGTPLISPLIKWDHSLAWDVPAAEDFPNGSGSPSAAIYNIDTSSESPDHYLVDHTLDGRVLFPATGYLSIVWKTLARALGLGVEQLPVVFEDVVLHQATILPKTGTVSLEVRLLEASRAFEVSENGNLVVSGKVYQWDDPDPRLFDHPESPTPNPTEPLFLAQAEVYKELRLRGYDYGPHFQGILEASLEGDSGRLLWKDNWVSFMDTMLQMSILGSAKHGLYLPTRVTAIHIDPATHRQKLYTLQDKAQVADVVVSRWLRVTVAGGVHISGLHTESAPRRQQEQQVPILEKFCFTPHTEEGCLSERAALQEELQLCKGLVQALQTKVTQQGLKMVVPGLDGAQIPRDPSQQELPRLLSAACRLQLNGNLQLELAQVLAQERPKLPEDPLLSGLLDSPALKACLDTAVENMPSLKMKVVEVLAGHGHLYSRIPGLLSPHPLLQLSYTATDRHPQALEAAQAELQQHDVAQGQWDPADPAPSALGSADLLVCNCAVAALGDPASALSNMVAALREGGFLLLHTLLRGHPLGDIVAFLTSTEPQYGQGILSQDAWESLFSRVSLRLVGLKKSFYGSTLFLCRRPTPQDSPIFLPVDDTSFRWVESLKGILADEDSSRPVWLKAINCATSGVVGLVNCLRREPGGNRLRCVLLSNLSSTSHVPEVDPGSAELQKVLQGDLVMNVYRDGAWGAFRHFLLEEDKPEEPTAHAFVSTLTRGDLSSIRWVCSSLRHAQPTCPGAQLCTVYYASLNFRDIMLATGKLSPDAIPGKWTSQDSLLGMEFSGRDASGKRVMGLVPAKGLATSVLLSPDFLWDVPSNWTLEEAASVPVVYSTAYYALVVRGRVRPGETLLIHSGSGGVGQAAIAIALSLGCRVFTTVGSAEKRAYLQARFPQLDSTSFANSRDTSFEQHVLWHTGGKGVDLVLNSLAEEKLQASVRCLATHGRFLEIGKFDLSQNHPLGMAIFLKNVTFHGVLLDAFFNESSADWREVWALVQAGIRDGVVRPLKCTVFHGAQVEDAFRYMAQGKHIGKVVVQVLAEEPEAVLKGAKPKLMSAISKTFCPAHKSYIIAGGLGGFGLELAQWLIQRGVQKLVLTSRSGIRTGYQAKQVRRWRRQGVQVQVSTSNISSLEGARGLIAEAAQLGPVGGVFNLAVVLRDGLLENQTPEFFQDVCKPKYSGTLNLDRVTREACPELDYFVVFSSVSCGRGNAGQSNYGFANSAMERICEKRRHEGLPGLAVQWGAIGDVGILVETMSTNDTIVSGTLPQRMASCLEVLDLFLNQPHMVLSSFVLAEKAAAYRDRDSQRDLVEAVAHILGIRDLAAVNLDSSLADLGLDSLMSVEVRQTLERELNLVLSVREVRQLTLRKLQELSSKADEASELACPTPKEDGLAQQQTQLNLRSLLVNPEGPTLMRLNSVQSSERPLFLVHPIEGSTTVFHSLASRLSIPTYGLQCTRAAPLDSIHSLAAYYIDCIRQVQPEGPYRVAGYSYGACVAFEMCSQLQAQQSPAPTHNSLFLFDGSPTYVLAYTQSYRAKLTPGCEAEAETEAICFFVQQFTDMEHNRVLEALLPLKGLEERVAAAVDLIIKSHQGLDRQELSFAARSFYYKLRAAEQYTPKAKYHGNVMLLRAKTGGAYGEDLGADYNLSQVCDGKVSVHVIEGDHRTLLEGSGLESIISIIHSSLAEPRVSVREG
MsrA inh – bovine MsrA enzyme inhibitors, primary screen, biochemical, absorbance, HTS | inhibition, % at 15.5 µM | 360,000 tested, 0.75% active | purified bovine MsrA, absorbance read-out | AID 651718, 2012; in the data active = inhibition above about 4.5%;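 note: 0% = vehicle wells with enzyme and 100% = reference inhibitor wells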
eLon inh – inhibitors of E. coli Lon protease, primary screen, biochemical, fluorescence polarization; P0A9M0; purified E. coli Lon protease; inhibition, % at 7.94 µM; 360,000 tested, 0.42% active; AID 602123, 2011; in the data active = inhibition above about 13%, passing the limit was not always enough;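 note: 0% = enzyme with probe and DMSO and 100% = no enzyme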
TbMetRS inhib – T. brucei MetRS inhibitors, primary screen, biochemical, luminescence. methionyl-tRNA synthetase (Trypanosoma brucei brucei). 360,000 tested, 0.4% active. inhibition, % at 11.9 µM. purified T. brucei MetRS, ATP depletion, Kinase-Glo luminescence;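 active = inhibition above a per-plate cutoff of the control wells' mean inhibition plus 3 SD, cut at about 5.5% in these data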;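 note: 0% = DMSO wells median and 100% = median of wells with control inhibitor compound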
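Material: T. brucei methionyl-tRNA synthetase, purified; reagent: substrates ATP, L-methionine and bulk Escherichia coli tRNA; dosing: 11.9 µM single point; timing: 15 min plus 2 h at 25 °C; detection: luminescence of leftover ATP; evaluation: % inhibition; control set: DMSO-only wells as low control; replicates: singlicate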
MT1-MMP act inh – blockers of MT1-MMP proenzyme processing, primary screen, HT1080 RFP-PRO-GFP cells, GFP/RFP fluorescence; GFP/RFP ratio fluorescence, overnight; percent of plate control window, DMSO zero; GFP/RFP ratio change, % at 20 µM; 360,000 tested, 0.061% active;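 active = GFP/RFP ratio change of at least 30% with cell ATP level not reduced by more than half and red fluorescence within 50% of control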; note: strong numbers were not always called active
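Material – HT1080 RFP-PRO-GFP cells · Control set – DMSO wells and RFP-L50D-GFP cells · Incubation – overnight cell settling, then overnight compound exposure, 37 °C, 5% CO2 · Compound dosing – single-point 20 µM compound, 1% DMSO · Read-out – GFP/RFP fluorescence ratio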
* marks the source's active call; other numbers are inactive results; x = no result given.

[1] COc1ccc2c(c1)CCc1cn3nc(C)cc3nc1-2
[2] CC(=O)NC12CC3CC(C1)CC(C(=O)Nc1nccs1)(C3)C2
[3] Cc1ccc(CNC(=O)CCCn2nc(C)c3c(C)n(-c4ccccc4)nc3c2=O)cc1
[4] CCN1CCCC1CNCc1cccc(OC)c1OCc1ccccc1 (stereo not given)
[5] N#CCCN(CCN1CCCC1)S(=O)(=O)c1ccc(-c2ccc([N+](=O)[O-])cc2)cc1
[6] O=C1C2C3C=CC(CC3)C2C(=O)N1c1ccc2c(c1)OCO2 (stereo not given)
[7] COCCCNC(=O)Cc1ccc(S(=O)(=O)N2CCOCC2)s1
[8] CC1CCN(C(=O)c2ccc3c(c2)OCCO3)CC1
[9] Cc1cc(SCC(=O)OCC(=O)N2CCN(C(=O)c3ccco3)CC2)c(C)cc1Br
[10] CC1CN(CCCCSc2ccccc2)CC(C)O1 (stereo not given)

entry no.,1,2,3,4,5,6,7,8,9,10
SKN-1 block,1,28,0,-3,1,28,3,-5,-1,1
eLon inh,-4,0,-6,2,-9,-4,-20,-2,-10,-14
MLLE-PAM2 inh,-3,2,6,4,-6,11,9,3,11,6
FAS-TE inh,4,-3,-6,-13,-4,-5,-6,-9,0,-4
MsrA inh,1.2,-0.3,-0.6,0.4,1.1,-0.2,0.7,0.3,0.4,-0.8
TbMetRS inhib,-2.0,-1.2,0.1,1.4,-0.4,-0.7,-0.2,-0.2,-1.1,0.3
bovine MsrA act,-15,-4,2,-1,-1,1,-2,-2,-8,1
MT1-MMP act inh,-5,-4,2,1,-1,0,-2,5,2,-5
CendR NRP1 mod,8,5,8,-4,-7,12,6,9,3,3

The closing two entries of the section above come first, to join the parts.
[9] Cc1cc(SCC(=O)OCC(=O)N2CCN(C(=O)c3ccco3)CC2)c(C)cc1Br
[10] CC1CN(CCCCSc2ccccc2)CC(C)O1 (stereo not given)
[11] Cc1ccc(C(=O)N/C(=C\c2cccs2)C(=O)NCCCN2CCOCC2)cc1
[12] COc1ccccc1/C=C1\SC(N2CCC(C)CC2)=NC1=O
[13] CCOC(=O)c1ccc(NC(=O)C2COc3ccccc3O2)cc1 (stereo not given)
[14] O=C(CO/N=C/c1ccc(OC(F)F)cc1)N1CCc2ccccc21
[15] O=C(c1cc(-c2ccccc2)on1)N1CCCC1
[16] Cc1ccc(CNC(N)=S)cc1
[17] Cc1ccc(S(=O)(=O)Nc2cccc3ncccc23)cc1
[18] COc1ccc(C2=CC(=O)OC3(CCCCC3)O2)cc1
[19] COC(=O)c1cn(NC(=O)c2cnccn2)c(=O)c2ccccc12
[20] NC(CSC1(c2ccc(Cl)cc2)c2ccccc2-c2ccccc21)C(=O)O (stereo not given)

entry no.,9,10,11,12,13,14,15,16,17,18,19,20
SKN-1 block,-1,1,0,-16,2,1,10,-16,15,-10,-11,15
eLon inh,-10,-14,2,3,2,-7,8,-9,1,-5,0,2
MLLE-PAM2 inh,11,6,-3,11,5,-25,16,1,-15,-2,-4,3
FAS-TE inh,0,-4,-6,-1,16,-7,-4,-5,-2,5,-7,18
MsrA inh,0.4,-0.8,1.4,2.7,0.1,0.6,-0.8,-0.2,0.8,2.5,1.0,0.3
TbMetRS inhib,-1.1,0.3,-0.6,-0.7,0.2,-0.5,-1.3,-1.2,0.4,0.1,-0.2,-0.2
bovine MsrA act,-8,1,-11,-7,1,-5,-6,-12,-2,-4,-2,0
MT1-MMP act inh,2,-5,3,8,2,-1,-7,0,4,-1,6,0
CendR NRP1 mod,3,3,7,11,11,1,-8,4,-7,-17,0,-16

[21] COc1ccc(CNC(=O)CN(C(=O)c2cc3sccc3n2C)C2CCCC2)cc1
[22] CCC(c1nnnn1C1CCCC1)N(Cc1cccs1)Cc1cc2cc(C)ccc2[nH]c1=O (stereo not given)
[23] Clc1ccc(C2[C@H]3CN(Cc4cccnc4)[C@H](c4ccccc4)C34CC2(c2cccnc2)C4)cn1 (stereo not given in full)
[24] CC(NC(=O)Nn1cnnc1)(C(F)(F)F)C(F)(F)F
[25] CCc1nccn1CCC(=O)NC1CCCc2c1cnn2-c1ccc(F)cc1F (stereo not given)
[26] CC(=O)c1c(C)[nH]c(C(=O)Nc2cc(C)cc(C)c2)c1C
[27] O=c1[nH]c2cc3ccccc3cc2nc1-c1nnnn1Cc1ccccc1
[28] Cc1cc(C)n2c(SCc3ccccc3Cl)nnc2n1
[29] COc1cc(OC)cc(C(=O)N[C@H](C(=O)OCC(=O)Nc2ccc(C(N)=O)cc2)C(C)C)c1
[30] CCCCS(=O)(=O)Nc1ccc(N2CCOCC2)c(S(=O)(=O)N2CCOCC2)c1

entry no.,21,22,23,24,25,26,27,28,29,30
SKN-1 block,5,0,-5,12,0,14,22,7,13,-12
eLon inh,-4,3,-3,3,-10,-10,3,0,-1,19*
MLLE-PAM2 inh,-8,-6,-16,12,-3,-6,x,1,1,6
FAS-TE inh,4,2,8,-10,-7,5,-1,4,-2,-5
MsrA inh,-0.5,1.4,0.5,-0.7,-0.3,x,0.4,-0.5,1.6,0.9
TbMetRS inhib,-0.8,-1.3,-0.3,0.0,-0.3,-0.5,22*,-0.3,-0.2,0.2
bovine MsrA act,-2,-4,-1,-5,-6,0,-4,-4,-5,0
MT1-MMP act inh,-2,-1,-7,-7,2,5,-11,-3,-1,-5
CendR NRP1 mod,8,4,-16,4,-3,8,-9,-10,10,15

The closing 3 entries of the part before come first, to join the parts:
[28] Cc1cc(C)n2c(SCc3ccccc3Cl)nnc2n1
[29] COc1cc(OC)cc(C(=O)N[C@H](C(=O)OCC(=O)Nc2ccc(C(N)=O)cc2)C(C)C)c1
[30] CCCCS(=O)(=O)Nc1ccc(N2CCOCC2)c(S(=O)(=O)N2CCOCC2)c1
[31] CCC(=O)Nc1nnc(S(=O)(=O)N(C)c2cc(C)cc(C)c2)s1
[32] O=C1CN(S(=O)(=O)c2cc(Cl)ccc2Cl)CCN1
[33] CCCCNC(=O)CCCn1c(=O)[nH]c2ccc(Br)cc2c1=O
[34] CCOC(=O)CCCCCC(=O)Nc1ccc2c(c1)C(=O)N([C@@H](C)CO)C[C@H](C)[C@H](CN(C)C(=O)Nc1ccc(C(F)(F)F)cc1)OCCCC[C@H](C)O2
[35] O=C(NCCCN1CCOCC1)c1cccs1
[36] Cc1ccc(C2(C)CC(C)(C)N(C(=O)CSc3nnc(C)s3)c3ccccc32)cc1 (stereo not given)
[37] COc1ccc(C(=O)Nc2nc3ccccc3s2)c(OC)c1
[38] CC1(C)CCC[C@@]2(C)CC=C(C(=O)O)[C@@H]3C[C@]312
[39] O=c1c2cc(-c3ccccc3)sc2ncn1-n1cccc1
[40] CCc1ccc(CN(C)C(C)C(=O)NCc2ccccc2)cc1 (stereo not given)

entry no.,28,29,30,31,32,33,34,35,36,37,38,39,40
SKN-1 block,7,13,-12,-10,-5,-17,7,8,10,0,2,9,-2
eLon inh,0,-1,19*,5,1,-5,-5,-13,2,4,-5,-4,-7
MLLE-PAM2 inh,1,1,6,1,-12,9,15,7,1,11,-13,-1,-17
FAS-TE inh,4,-2,-5,-2,-1,-12,-4,-8,24,15,-1,-8,3
MsrA inh,-0.5,1.6,0.9,-0.4,1.2,0.0,-0.8,-1.2,-0.1,0.7,0.1,0.5,1.1
TbMetRS inhib,-0.3,-0.2,0.2,-0.8,-1.0,-0.5,0.1,0.0,-0.7,-2.5,0.7,-0.2,-0.1
bovine MsrA act,-4,-5,0,0,-11,-14,-5,-2,-6,-2,0,-3,-3
MT1-MMP act inh,-3,-1,-5,1,-2,-1,4,-3,-27,-2,4,-9,3
CendR NRP1 mod,-10,10,15,3,-4,-2,-9,4,4,-37,-2,8,-1

[41] CN(Cc1cn[nH]c1-c1ccc2c(c1)OCO2)C1CCOCC1
[42] Cc1cc(C(=O)N2CCc3ccccc32)n(-c2ccccc2)n1
[43] O=C(Nc1cccc2c1CCCC2)c1cc(C2CCCCN2C(=O)CCCc2ccccc2)on1 (stereo not given)
[44] CCOCCCNC(=O)C(Cc1ccccc1)NC(=O)c1ccco1 (stereo not given)
[45] CC(=O)C1=C(C)NC(=O)NC1c1cc(Br)ccc1OCC(N)=O (stereo not given)
[46] CCOP(=O)(OCC)c1nc(-c2ccc(Cl)cc2Cl)oc1N1CCOCC1
[47] O=S(=O)(Nc1ncccn1)c1ccc(NC(=S)NCCc2ccc(Cl)cc2)cc1
[48] CCCN1C(=O)/C(=c2\sc3nc(=O)c(Cc4ccc(C)cc4)nn3c2=O)c2ccccc21
[49] COc1cccc(NC(=O)CN(C)C(=O)CNC(=O)c2ccc(C)s2)c1
[50] Cc1ccc(S(=O)(=O)N2CCC[C@H]2C(=O)Oc2ccccc2)cc1

entry no.,41,42,43,44,45,46,47,48,49,50
SKN-1 block,0,-2,-8,0,5,7,-3,-1,2,-4
eLon inh,-7,-4,-1,4,-22,-4,6,-9,2,-12
MLLE-PAM2 inh,-6,6,-14,0,-17,1,22,35,4,-4
FAS-TE inh,-8,-4,22,-7,-8,-1,-4,-1,-4,1
MsrA inh,-0.4,0.1,-0.3,-0.4,0.1,2.5,0.5,1.6,0.1,0.1
TbMetRS inhib,-0.2,-1.0,-0.5,-0.3,-1.1,0.1,-0.8,-0.8,-0.1,-0.4
bovine MsrA act,-2,-6,-4,-3,1,-4,1,-10,-1,-4
MT1-MMP act inh,8,-1,-10,0,2,1,4,1,-1,-1
CendR NRP1 mod,-17,5,52*,7,-35,6,4,-10,-9,10

[51] COc1ccc(F)cc1-c1cc(NC(C)=O)c2ncc(-c3cc(OC)c(OC)c(OC)c3)n2c1
[52] CCN(CCO)Cc1cn[nH]c1-c1ccc(C)c(C)c1
[53] O=C(O)c1cccc(NS(=O)(=O)c2cc(S(=O)(=O)c3ccc(Cl)cc3)ccc2Cl)c1
[54] O=C(N1CCN(c2cccc(Cl)c2)CC1)C1(c2cccs2)CCOCC1
[55] Cc1ccc(OCC(=O)Nc2nnc(S(=O)(=O)N3CCCCC3)s2)cc1
[56] CC(=O)c1ccc(-c2nc3ccccc3n2C)o1
[57] O=C1CCC2CCCCC2(O)O1 (stereo not given)

entry no.,51,52,53,54,55,56,57
SKN-1 block,5,-14,-2,11,-2,-13,18
eLon inh,2,2,-2,-2,-12,-17,7
MLLE-PAM2 inh,-7,9,5,7,-58,12,2
FAS-TE inh,-7,-8,3,22,-7,-9,-5
MsrA inh,-0.5,-0.7,1.5,-1.4,0.6,6.7*,0.9
TbMetRS inhib,-0.3,-0.1,0.1,-0.2,-0.5,-1.5,-0.2
bovine MsrA act,-3,-3,-6,-5,-1,-1,1
MT1-MMP act inh,-3,2,2,-1,-4,3,2
CendR NRP1 mod,-7,-6,-17,3,-38,7,3
